Avidin bead fluor: avidin bead compound fluorescence profile; Avidin beads, compound fluorescence 488/530 nm, flow cytometry; stronger effect = higher value; fluorescence (KMESF) at 10 µM; actives 0.38% (n = 220,000); AID 1775; in the data active means fluorescence above about 47; further: inactives centre near 10
Pf gametocyte: inhibitors of late stage P. falciparum gametocyte viability. P. falciparum stage V gametocytes, ATP luminescence, 24 h. inhibition, % at 10.9 µM. actives 0.065% (n = 150,000);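 active means inhibition above the mean plus 3 SD of compounds within the control limits, set per campaign, cut at about 38% in these data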;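 further: 0% = DMSO wells and 100% = medium only without gametocytes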
Mcl1 Noxa PPI: disrupts binding of human Mcl-1 to Noxa peptide; Q07820; TR-FRET Mcl-1/Noxa peptide binding, 2 h; inhibition, % at 21.7 µM; actives 1.5% (n = 220,000);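 active means compounds that cut the protein-peptide binding signal by more than 50% relative to plate controls in a single-dose test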;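 further: His-tagged Mcl-1 with rhodamine Noxa BH3 peptide and terbium anti-His antibody; 0% = Mcl-1 plus Noxa peptide wells and 100% = peptide-only wells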
Target sequence (Q07820 whole entry, looked up): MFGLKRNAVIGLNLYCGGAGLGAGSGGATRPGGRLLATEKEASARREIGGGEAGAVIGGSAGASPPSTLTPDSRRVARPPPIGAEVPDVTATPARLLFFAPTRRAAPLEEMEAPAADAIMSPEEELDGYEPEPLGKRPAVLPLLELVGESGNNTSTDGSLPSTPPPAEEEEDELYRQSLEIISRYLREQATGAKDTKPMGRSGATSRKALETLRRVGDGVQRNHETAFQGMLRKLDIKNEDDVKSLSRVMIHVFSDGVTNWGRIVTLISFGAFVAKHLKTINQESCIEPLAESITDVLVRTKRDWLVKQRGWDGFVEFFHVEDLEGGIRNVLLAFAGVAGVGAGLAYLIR
Starred values were filed as active, the others as inactive. This is a subset; rates above refer to the full screens.

Start of the listing, in advance (3 entries):
No.	SMILES	Avidin bead fluor	Pf gametocyte	Mcl1 Noxa PPI
1	c1coc(C2OCC3(CO2)COC(c2ccco2)OC3)c1 (centres undefined)	5	11	8
2	CCOC(=O)C1C(=O)CC(C)(O)C(C(=O)OCC)C1c1ccc([N+](=O)[O-])cc1 (centres undefined)	5	-30	4
3	CN(C)c1cc(-c2ccc([N+](=O)[O-])cc2)oc(=O)c1Cl	6	14	3

Main list, from the start:
No.	SMILES	Avidin bead fluor	Pf gametocyte	Mcl1 Noxa PPI
1	c1coc(C2OCC3(CO2)COC(c2ccco2)OC3)c1 (centres undefined)	5	11	8
2	CCOC(=O)C1C(=O)CC(C)(O)C(C(=O)OCC)C1c1ccc([N+](=O)[O-])cc1 (centres undefined)	5	-30	4
3	CN(C)c1cc(-c2ccc([N+](=O)[O-])cc2)oc(=O)c1Cl	6	14	3
4	CC(C)(C)c1cc(C(=O)C[n+]2ccc(C(=O)NCCCO)cc2)cc(C(C)(C)C)c1O	6	7	8
5	N#CC(C(N)=O)=C1CCCCC1	7	-6	-12
6	COCCN(CC(=O)Oc1ccccc1P(=O)(OC)OC)Cc1ccccc1	8	17	-5
7	COc1ccc(CC(NC(C)=O)C(=O)NC2CCN(C(=O)c3cc(OC)c(OC)c(OC)c3)CC2)cc1 (centres undefined)	14	-13	16
8	O=C(CCn1cccc(C(F)(F)F)c1=O)Nc1cccc(C(F)(F)F)c1	8	5	9
9	Nc1nc(C(F)(F)F)cc(=O)[nH]1	9	4	12
10	Cc1ccc(S(=O)(=O)N2CCCCC2c2cccnc2)c(C)c1C (centres undefined)	6	14	2
11	O=c1c(-c2ccc(Cl)cc2)[n+]([O-])c2ccccc2n1OCc1nc2ccccc2[nH]1	6	-12	-16
12	CC(=O)Nc1nnc(-c2c(-c3c(Cl)cccc3Cl)noc2C)o1	4	32	-2
13	COc1ccc(/C(N)=N/OC(=O)c2cccs2)cc1	10	-3	-5
14	Cc1ccc(N2CC(c3nc4ccccc4n3C)CC2=O)cc1 (centres undefined)	7	-12	-20
15	NC(=O)c1ccc(NC(=O)COC(=O)c2ccc([N+](=O)[O-])cc2)cc1	7	-1	-10
16	Clc1cccc(N=NN2CCOCC2)c1Cl	6	-12	-2
17	O=C(NCc1ccc2c(c1)OCO2)c1ccc2c(c1)OCO2	23	-23	22
18	COc1nc(-c2ccccc2)cc(-c2ccc3c(c2)OCO3)c1C#N	4	-47	15
19	Cc1ccc(C(C[N+](=O)[O-])Sc2ccc(N)cc2)cc1 (centres undefined)	4	9	0
20	O=C(O)COc1ccc(/C=N/NC(=O)c2ccc(-c3csc(Nc4ccc(Cl)cc4)n3)cc2)cc1	8	12	88*
21	CC(C)=NNc1nc2c(c(=O)n(C)c(=O)n2C)n1C	7	6	-3
22	COC(=O)c1cc(OC)c(OC)c(OC)c1[N+](=O)[O-]	8	12	-5
23	O=C(Nc1cccc(F)c1)Nc1ccc2c(c1)C(=O)OC2	13	-15	19
24	O=C(Oc1ccccc1)c1cccc2cccc(C(=O)Oc3ccccc3)c12	6	-38	26
25	CCc1cc(S(N)(=O)=O)cc(CC)c1NC(C)=O	3	-12	3
26	CCOC(=O)N1CCC(NC(=O)c2ccccc2C(=O)O)CC1	6	3	5
27	C=CCSc1nnc(NC(=O)c2ccc(NC(C)=O)cc2)s1	6	-4	15
28	C[C@H](NC(=O)OCc1ccccc1)c1nnc([C@H](C)NC(=O)OCc2ccccc2)o1	11	-6	1
29	COc1ccc(Cn2c(O)c(/C=C3/C=CC=N3)c(=O)[nH]c2=O)cc1	6	13	25
30	COc1cccc(Oc2c(C)oc3c(CN4CCCC4)c(O)ccc3c2=O)c1	4	-2	-5
31	Cc1ccc(OCC(=O)N2N=C(c3ccncc3)CC2(O)C(F)(F)F)cc1C (centres undefined)	8	-2	22
32	CC(C)CC1(C)NC(=O)N(Cc2cc([N+](=O)[O-])cc3c2OCOC3)C1=O (centres undefined)	5	3	15
33	Cc1ccc(S(=O)(=O)N2CCOCC2)cc1C(=O)Nc1ccc(C(N)=O)cc1	6	10	9
34	C[C@H](N)c1nnc(SCC(N)=O)o1	9	0	1
35	CC(=O)Nc1ccc(-c2csc(Nc3ccccn3)n2)cc1	6	8	27
36	COc1ccc(NS(=O)(=O)c2ccc3c(c2)CCO3)cc1	61*	4	-2
37	CCOC(=O)c1cn2nc(Oc3ccc(OC)cc3)ccc2n1	7	-7	17
38	COc1ccc(NC(=O)c2cc(F)c(F)cc2Cl)cc1Cl	7	-2	4
39	COC(=O)C1C(C(=O)OC)C1(c1ccccc1)c1ccccc1 (centres undefined)	4	5	9
40	COc1ccc(/C=N/NC(=O)c2cccc(Br)c2)cc1COc1ccccn1	4	4	-8
41	Cc1cc(-c2c(C(=O)N3CCOCC3)c(C)nn2-c2cccc(C(F)(F)F)c2)no1	8	-7	-3
42	Cc1cc(/C=C2\C(=N)N3N=C(C(C)C)SC3=NC2=O)c(C)n1Cc1ccccc1	7	4	26
43	OC1(c2ccc3c(c2)OCO3)CCN(Cc2ccc(F)cc2)CC1	9	2	5
44	Clc1cccc(Cl)c1/C=N/Nc1c(Cl)cncc1Cl	6	24	8
45	O=C1Nc2ccc(Br)cc2C1=Nc1cccnc1	8	4	5
46	Cc1cc(N2CCN(C)CC2)nc(-c2ccccc2O)n1	8	-6	17
47	Cc1cccc(N/N=C/c2ccc(O)c(O)c2O)c1	8	34	53*
48	O=C(OCc1cc2ccccc2[nH]c1=O)c1cccc([N+](=O)[O-])c1	7	-31	-8
49	COC(=O)c1sc(=S)n(Cc2ccccc2)c1C	17	-21	8
50	C/C(=N\NC(=O)CCC(=O)O)c1c(-c2ccccc2)c2cc(Br)ccc2[nH]c1=O	9	-9	-21

Going on with the list:
No.	SMILES	Avidin bead fluor	Pf gametocyte	Mcl1 Noxa PPI
51	CCOc1ccc(NC(=S)NNC(=S)Nc2cccc(C(F)(F)F)c2)cc1	7	10	-36
52	CCCCC1=CC2=CC(=O)C(C)(OC(=O)CC)C(=O)C2=CN1CCc1c[nH]c2ccccc12 (centres undefined)	11	-25	-10
53	O=C(O)C1CCC1C(=O)Nc1nc(-c2ccc(Cl)s2)cs1 (centres undefined)	8	7	18
54	CCOC(=O)N1CCN(c2nc3ccc(C(=O)c4ccccc4)cc3n3cnnc23)CC1	7	8	6
55	CC1CCC2(CC1)NC(=O)N(CC(=O)NC(=O)Nc1ccc3c(c1)OCCO3)C2=O (centres undefined)	6	-4	-3
56	C/C(CC(=O)Nc1ccc(Cl)cc1Cl)=N\NC(=O)c1ccncc1	3	-14	-5
57	CCn1c(SCC#N)nc2ccccc2c1=O	8	18	7
58	O=C(NCC(=O)N1CCN(S(=O)(=O)/C=C/c2ccccc2)CC1)c1ccc(Cl)cc1	8	-8	-6
59	O=S(=O)(Cc1ccc(Cl)cc1)N1CCN(Cc2ccc3c(c2)OCO3)CC1	10	4	3
60	Cc1cc(C)n(CC(=O)N/N=C/c2c[nH]c3ccccc23)n1	4	9	12
61	COc1cc(CC(=O)O)ccc1OCc1ccccc1	7	25	4
62	Cc1ccc(CNC(=O)C2CC(c3ccccc3F)=NO2)cc1 (centres undefined)	10	15	-5
63	O=C(CN1CCN(S(=O)(=O)/C=C/c2ccccc2)CC1)Nc1ccccc1N1CCOCC1	9	10	-2
64	CCS(=O)(=O)N1CCC(C(=O)Nc2cc([N+](=O)[O-])ccc2C)CC1	5	1	9
65	COc1cc([N+](=O)[O-])cc(/C=N/NC(=O)Cn2nc(C)cc2C)c1O	7	10	-23
66	NC(=S)Cc1ccccc1Cl	3	4	-12
67	CCC(=O)Oc1ccc2c(c1)OC1(OC(C)=O)OC(C)CC1=C2C (centres undefined)	7	-7	18
68	Nc1nnn(CC(=O)N/N=C/c2ccccc2Cl)n1	9	-1	11
69	CCn1c(=O)[nH]c(=O)c2c(N)c(C(=O)c3cc(F)ccc3F)sc21	7	-39	-13
70	Nc1nc(NCc2ccco2)nc(N2CCCC2)c1[N+](=O)[O-]	6	7	6
71	CC(C)[C@H]1CN=C2N(C[C@H](C)NC(=O)CCC3CCCCC3)[C@H](Cc3ccc(O)cc3)CN21	8	3	23
72	CN(C(=O)CSc1nc(O)cc(=O)n1C1CCCC1)c1ccccc1	5	6	5
73	COc1ccc(C(=O)Nc2ccc(NS(=O)(=O)c3ccccc3)cc2)cc1OC	7	1	0
74	COc1cccc2sc(/N=C/N(C)C)nc12	7	-19	26
75	O=S(=O)(NCc1c(Cl)cccc1Oc1ccccc1)c1ccccc1	7	2	4
76	O=C(/C=C/c1ccc2c(c1)OCO2)NCc1ccncc1	5	-19	-2
77	NS(=O)(=O)c1ccc(CCNC(=O)CSc2ccc(Cl)cc2Cl)cc1	7	-4	19
78	CC(=O)c1ccccc1OC(=O)c1c(F)cccc1F	8	-9	0
79	CN(C)S(=O)(=O)c1cc(NC(=O)CNCCN2CCOCC2)ccc1Cl	3	7	23
80	COc1ccc(NC(=O)CCN2C(=O)c3ccncc3C2=O)cc1OC	8	-24	-15
81	Cc1csc2c(SCC(=O)NNC(=O)C(Cl)Cl)ncnc12	4	6	-11
82	NNC(=O)CSc1nnnn1-c1ccccc1	19	3	-16
83	CN(Cc1nc(-c2ccccc2)no1)C1CCOCC1	5	6	13
84	COc1ccc(NC(=O)Nc2cnccn2)cc1	4	-4	47
85	Cc1ccc(Cn2c(SCC(=O)N/N=C/c3ccccc3OCC(=O)O)nc3ccccc32)cc1	9	-42	27
86	O=C(O)c1cccc2c1C(=O)c1cccc3snc-2c13	3	5	-7
87	CCNC(=O)C1Cc2ccccc2CN1S(=O)(=O)c1ccc(F)cc1 (centres undefined)	8	17	10
88	O=[N+]([O-])c1ccc(-c2cn3nc(-c4ccccc4)c(-c4ccccc4)nc3n2)cc1	9	15	-16
89	COc1cc(/C=N/N(C)S(=O)(=O)c2ccc(C)cc2)cc([N+](=O)[O-])c1O	7	0	2
90	COC(=O)CCN(C(=O)c1ccc(Cl)c([N+](=O)[O-])c1)c1ccccn1	6	1	-7
91	CC(=O)Nc1cccc(C(=O)/C=C/c2ccc[nH]2)c1	5	-16	22
92	CCOc1ccc(N2C(=O)S/C(=C\c3ccc(O)c(OCC)c3)C2=O)cc1	6	16	3
93	COc1ccccc1N=C1SC(C(=O)Nc2cccc(Cl)c2Cl)C(N)=C1C(N)=O (centres undefined)	6	11	35
94	O=C1CCCN2N=C(SCC(=O)N3CCCCC3)SC2=N1	8	-19	13
95	CC1CCN(CCC(=O)Nc2nccs2)CC1	31	-20	-22
96	Cc1nn(-c2ccccc2)c(C)c1-c1nnc(-c2c(C)nn(-c3ccccc3)c2C)o1	2	-4	9
97	Cc1csc2ncnc(N3CCN(C(=S)Nc4ccc(C(F)(F)F)cc4)CC3)c12	4	18	-8
98	CCNc1cc(Nc2c(C)n(C)n(-c3ccccc3)c2=O)c([N+](=O)[O-])c2nonc12	8	17	11
99	NC(=S)N/N=C/c1cn(-c2ccccc2)nc1-c1cccnc1	9	15	22
100	O=C1/C(=C\c2ccco2)SC(=S)N1C1CCS(=O)(=O)C1 (centres undefined)	6	-23	-3

Record cards (already shown).
Cc1ccc(C(C[N+](=O)[O-])Sc2ccc(N)cc2)cc1 (centres undefined) reads Avidin bead fluor = 4; Pf gametocyte = 9; Mcl1 Noxa PPI = 0
CN(C)c1cc(-c2ccc([N+](=O)[O-])cc2)oc(=O)c1Cl reads Avidin bead fluor = 6; Pf gametocyte = 14; Mcl1 Noxa PPI = 3

Going on with the list:
No.	SMILES	Avidin bead fluor	Pf gametocyte	Mcl1 Noxa PPI
101	C/C=C/C(=O)Nc1cccc(C2=NOC3(C2)C[C@@H](C(N)=O)N(C(=O)C(c2ccccc2)c2ccccc2)C3)c1 (some centres undefined)	8	-25	4
102	O=C(OCc1cccc(F)c1)c1ccc2c(=O)n3c(nc2c1)CCC3	7	6	-3
103	Cn1c(=O)c([N+](=O)[O-])c(NCc2ccc3c(c2)OCO3)c2ccccc21	6	7	-1
104	Cc1onc(-c2c(Cl)cccc2Cl)c1C(=O)NC(=S)N1CCOCC1	2	-8	1
105	S=c1[nH]nc(-c2ccncc2)n1/N=C/C=C/c1ccccc1	8	10	16
106	O=C(Nc1ccc(Oc2cccc(C(F)(F)F)c2)nc1)c1ccccc1	6	-1	-18
107	COC(=O)C1=C(C)N(Cc2ccccc2)C(=O)/C1=C\c1ccco1	33	-11	30
108	CCCC1=NN2C(=N)/C(=C\c3cc(C)n(Cc4ccccc4)c3C)C(=O)N=C2S1	4	0	-1
109	Cc1ccc(S(=O)(=O)NC(=O)Nc2cc(C(C)(C)C)on2)cc1	3	3	10
110	OCCC1CN(Cc2cc(F)ccc2-n2cccn2)CCN1C1CCCC1 (centres undefined)	5	7	-18
111	CS(=O)(=O)CC(=O)Nc1ccc2nc3n(c(=O)c2c1)CCCCC3	5	-1	-1
112	COC(=O)/C=C1\S/C(=N\N=C\CC(=O)OC)NC1=O	6	5	-14
113	CC(/C=C1\SC(=Nc2cccnc2)NC1=O)=C\c1ccccc1	6	11	19
114	O=c1n(Cc2ccccc2)nc2n1-c1ccccc1SC2	6	23	-8
115	Cc1cc(C(=O)NNS(=O)(=O)c2ccc(C(C)(C)C)cc2)nn1C(C)(C)C	20	9	6
116	Cc1occc1-c1nnc(SCC(=O)O)n1-c1ccccc1	10	-2	-12
117	CC(NC(=O)c1cc(COc2ccc3ncccc3c2)on1)c1ccc(F)cc1 (centres undefined)	3	-34	-3
118	COc1ccc(S(=O)(=O)N2CCOC2CNC(=O)C(=O)NCc2ccco2)cc1C (centres undefined)	7	27	0
119	CC(=O)Nc1ccc(-c2cc(C(=O)O)c3ccc(C)cc3n2)cc1	3	-8	7

Bioassay records deposited in PubChem by several laboratories.
